Screening data from PubChem.
p53 reactivator = mutant p53 re-activation in reporter cells. Potency, µM (top dose mostly 92.2 µM), for the others: top-dose activity change, positive = activation, most hits filed as activators. hit rate 0.063% among 320,000. AID 504706. H1299 p53-A138V BP100-luciferase reporter, luminescence, 24 h; further: potency means the concentration at half of the fitted maximal effect; % of control where 0% means no effect; nearly all actives have a fitted effect of over 45% in size
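p53-null H1299 cells stably carrying temperature-sensitive p53-A138V and a BP100-luciferase reporter were pinned with compounds (4-point, 1:5 series) and held 24 hrs at 37 deg C. Luminescence was read 10 min after detection reagent.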
Gal4-VP16 FLuc = inhibits Gal4-VP16 luciferase reporter, ROR gamma counter-screen. Drosophila S2 Gal4-VP16 UAS-luciferase, luminescence, 20 h. Potency, µM (series often up to 53.6 µM), without a hit: top-dose activity, negative = inhibition, hits mostly inhibitors. hit rate 3.5% among 310,000;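 further: Gal4-VP16 expression switched on by copper sulfate through the metallothionein promoter; potency means the concentration at half of the fitted maximal effect; on the % scale 0 is the no-effect control and ±100 the full control effect; nearly all actives have a fitted effect of over 50% in size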
Tb PFK block = inhibitors of T. brucei phosphofructokinase | T. brucei PFK, ADP-Glo luminescence | Potency, µM (top dose mostly 57.5 µM), inactives show at the highest dose activity, negative = inhibition, usual class: inhibitors | hit rate 0.17% among 330,000;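 further: potency means the concentration at half of the fitted maximal effect; 0% = uninhibited 1x PFK enzyme wells and -100% = no-enzyme wells; nearly all actives have a fitted effect of over 60% in size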
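1.25 nM PFK with 0.5 mM F6P and 0.1 mM ATP in 0.1 M TEA pH 8.0, 5 mM MgCl2, incubated 45 min at room temperature; ADP measured by ADP-Glo luminescence; compounds titrated up to 57 uM.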
BRCA1 expr up = activators of BRCA1 expression; AID 624202; MCF7-BRCA1-FFLuc reporter, luminescence, 48 h; response scale: scaled: vehicle 0%, 10 µM genistein 100%; Potency, µM (highest dose often 46.1 µM), without a hit: at the highest dose activation, most hits filed as activators; hit rate 1.1% among 380,000; further: potency means the concentration at half of the fitted maximal effect; nearly all actives have a fitted effect of over 80% in size; some results filed as inactive show a strong effect at the top dose
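Reporter cells (MCF7, BRCA1 promoter-firefly luciferase) received library compounds across a concentration series for 48 h. End-point luminescence was measured and concentration-effect curves derived after normalization.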
Rab9 promoter act = activates the Rab9 promoter. Huh7 Rab9 promoter-luciferase reporter, luminescence, 24 h. Potency, µM (titrated, usually from 9.22 µM), for the others: top-dose activation, negative = inhibition, most hits filed as activators. hit rate 2.8% among 320,000. AID 485297; further: potency means the concentration at half of the fitted maximal effect; % of control where 0% means no effect; nearly all actives have a fitted effect of over 60% in size
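Cell-based reporter: Huh7 stable for Rab9 promoter-driven luciferase, plated in reduced-serum medium with 10% FBS at 1500 cells/well, compound-treated 24 h at 37 °C, luminescence read after 10 min reagent.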
ELG1 DNA repair = blocks ELG1-dependent DNA repair in HEK293T cells; HEK293T ELG1-luciferase reporter, luminescence, 16 h; DNA damage induced by 5-fluorouridine; Potency, µM (highest dose often 46.1 µM), for the others: at the highest dose activity change, negative = inhibition, hits mostly inhibitors; hit rate 2.3% among 330,000; AID 504467; further: potency means the concentration at half of the fitted maximal effect; on the % scale 0 is the no-effect control and ±100 the full control effect; nearly all actives have a fitted effect of over 55% in size
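Luminescence from the luciferase reporter, measured 30 min after ONE-Glo reagent at room temperature, was the read-out. Beforehand, 2,000 cells per well were exposed for 16 hr at 37 °C to 5-fluorouridine together with compound or vehicle.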
FLuc modulator = firefly luciferase modulation, counter-screen for miR-21 project; P08659; purified FLuc, Km substrates, luminescence inhibition; Potency, µM (doses to about 57.5 µM), for the others: at the top dose activity change, negative = inhibition, usual class: inhibitors; hit rate 6.9% among 360,000; AID 588342;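 further: potency means the concentration at half of the fitted maximal effect; plate controls were vehicle for no effect and reference inhibitor for full effect; nearly all actives have a fitted effect of over 55% in size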
Target sequence (P08659 whole entry, looked up): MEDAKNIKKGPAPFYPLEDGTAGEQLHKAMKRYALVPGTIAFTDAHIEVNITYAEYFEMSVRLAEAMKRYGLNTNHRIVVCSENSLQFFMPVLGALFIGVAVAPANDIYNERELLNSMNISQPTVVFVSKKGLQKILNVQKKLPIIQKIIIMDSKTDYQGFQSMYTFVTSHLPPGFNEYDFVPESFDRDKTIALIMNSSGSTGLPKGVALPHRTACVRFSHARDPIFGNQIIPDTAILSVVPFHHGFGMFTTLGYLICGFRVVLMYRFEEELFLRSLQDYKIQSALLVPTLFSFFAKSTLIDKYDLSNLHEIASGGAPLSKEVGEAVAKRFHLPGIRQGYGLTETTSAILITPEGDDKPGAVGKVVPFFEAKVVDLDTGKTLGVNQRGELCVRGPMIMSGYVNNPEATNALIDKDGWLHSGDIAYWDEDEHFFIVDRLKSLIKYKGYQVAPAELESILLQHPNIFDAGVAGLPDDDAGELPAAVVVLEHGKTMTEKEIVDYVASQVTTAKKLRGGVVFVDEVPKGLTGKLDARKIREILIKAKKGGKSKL
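Biochemical qHTS of compounds, final roughly 60 µM downward over six points, against 10 nM purified firefly luciferase using Km concentrations of substrates (10 uM D-luciferin, 10 uM ATP) in Tris acetate pH 7.5 buffer; luminescence output.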
RORgamma inh = inhibitors of mouse ROR gamma transcriptional activity; Potency, µM (doses to about 53.6 µM), inactives show at the highest dose activity change, negative = inhibition, hits mostly inhibitors; hit rate 5.4% among 310,000; Drosophila S2 Gal4-RORgamma UAS-luciferase reporter, 20 h; AID 2551; further: potency means the concentration at half of the fitted maximal effect; on the % scale 0 is the no-effect control and ±100 the full control effect; nearly all actives have a fitted effect of over 60% in size
Target sequence (P51450 whole entry, looked up, the tested form may be a part): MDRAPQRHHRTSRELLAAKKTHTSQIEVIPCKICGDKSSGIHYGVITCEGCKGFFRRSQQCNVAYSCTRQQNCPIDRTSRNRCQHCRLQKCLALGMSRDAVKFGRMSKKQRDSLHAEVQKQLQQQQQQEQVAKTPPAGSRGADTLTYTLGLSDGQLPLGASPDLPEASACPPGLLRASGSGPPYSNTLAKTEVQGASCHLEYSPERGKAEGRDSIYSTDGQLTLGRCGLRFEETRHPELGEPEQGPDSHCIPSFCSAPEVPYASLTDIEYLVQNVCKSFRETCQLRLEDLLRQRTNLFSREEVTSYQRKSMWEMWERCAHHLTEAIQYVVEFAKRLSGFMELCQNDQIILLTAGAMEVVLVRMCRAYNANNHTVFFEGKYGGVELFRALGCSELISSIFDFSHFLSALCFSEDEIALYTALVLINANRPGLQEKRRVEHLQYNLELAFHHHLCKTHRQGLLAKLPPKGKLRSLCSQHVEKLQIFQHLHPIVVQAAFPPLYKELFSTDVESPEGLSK
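Stable Schneider cell line, Gal4 DNA-binding domain fused to ROR gamma, UAS-luciferase. Cmpd 1 hr RT → CuSO4 700 uM final → 20 hr RT → luciferase reagent 10 min → luminescence.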
TRPV1 ag = activates the human vanilloid receptor TRPV1; AID 540275; hit rate 0.19% among 320,000; TRPV1-expressing cells, Fluo-8 calcium influx, agonist mode; Q8NER1; activation, % at 8.33 µM; in the data active means activation above about 80%; inconclusive means between about 30% and that limit; further: 0% is about no effect
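Fluo-8 calcium influx in TRPV1-expressing cells, kinetic read (ex 480/em 520 nm). Compound added and read 3 min for agonist activity, followed by capsaicin at EC20 final and 2 min further read for enhancement.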
ELG1 genotoxic = inducers of genotoxicity in HEK293T ELG1-luciferase cells. HEK293T ELG1-luciferase reporter, luminescence, 16 h. Potency, µM (top dose mostly 46 µM), without a hit: at the highest dose activity change, positive = activation, hits mostly activators. hit rate 1.3% among 330,000; further: potency means the concentration at half of the fitted maximal effect; % of control where 0% means no effect; nearly all actives have a fitted effect of over 60% in size
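DMSO vehicle served as control against compound-treated ELG1-luciferase HEK293T cells; exposure lasted 16 hr at 37 °C and 5% CO2, followed by ONE-Glo luminescence detection after 30 min.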
NPC1 prom act = activates the NPC1 promoter | AID 485313 | hit rate 2.4% among 320,000 | Huh7 NPC1 promoter luciferase reporter, 24 h | Potency, µM (doses to about 9.22 µM), without a hit: at the highest dose activation, most hits filed as activators;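 further: potency means the concentration at half of the fitted maximal effect; % of control where 0% means no effect; nearly all actives have a fitted effect of over 60% in size; reporter is driven by a mutant NPC1 promoter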
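Cells: Huh7 expressing luciferase under the NPC1 promoter, 1500/well. Seeded 2 h, compound added, incubated 24 h at 37 °C. Luciferase reagent, 10 min ambient, then luminescence.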
Numbers without * were called inactive; u = inconclusive; x = not tested or not shown; & = joins results of further samples. Unless noted, the call rests on the fitted dose curve; in most records, active means well fitted curve in the direction sought with a large enough effect; inconclusive means small, poorly fitted or top-dose-only effect, or another doubt; inactive means no such curve, though single readings can be large; an effect the other way counts as inactive or inconclusive. An excerpt. The share of hits here may be higher or lower than overall.

SMILES | p53 reactivator | Gal4-VP16 FLuc | Tb PFK block | BRCA1 expr up | Rab9 promoter act | ELG1 DNA repair | FLuc modulator | RORgamma inh | TRPV1 ag | ELG1 genotoxic | NPC1 prom act
COC(=O)C1=C(c2ccccc2OCc2ccccc2)C[C@@H]2CC[C@H]1N2C(=O)NC1CCN(Cc2ccccc2)CC1 | 1% | x | 3% | -43% | 0% | u | 0% | x | u | -10% | 0%
COc1ccc(C2NCc3ccc4c(c3-n3cccc32)OCO4)cc1O (stereo not given) | 15% | u | -5% | -66% | -29% | -14% | -3% | 0% | -1 | 13% | -25%
CN1C(=O)C(=Cc2cn(CC(=O)N3CCCC3)c3ccccc23)C(=O)N(C)C1=O | 0% | 13% | 3% | 2% | 4% | 10% | -3% | 2% | -2 | -3% | 3%
CCOC(=O)C1CCN(/C=C2\C(=O)NC(=S)N(CC)C2=O)CC1 | 12% | -29% | 2% | -47% | -10% | 11% | -2% | 5% | -2 | 3% | -5%
Cc1cccn2c(=O)c3c(nc12)N1CCCCC1C1(C3)C(=O)N(C)C(=O)N(C)C1=O (stereo not given) | -5% | 0% | 1% | -20% | -11% | -4% | 6% | -3% | 3 | 0% | 0%
O=S(=O)(c1ccccc1)N1CN2CCN(C2)C1 | 8% | 0% | 2% | 0% | 4% | -1% | 1% | 1% | -1 | 0% | 7%
COC(=O)C1=C(c2ccc(OC)c(OC)c2)C[C@@H]2CC[C@H]1N2C(=O)NCCOc1ccccc1Cl | -5% | x | 13% | -8% | 0% | -9% | 3% | x | 11 | 4% | -1%
COc1ccc(CCNC2CCCCC2)cc1OC | -3% | 7% | 2% | -16% | -2% | 5% | -2% | -15% | -1 | -3% | -6%
CC(N)Cc1c[nH]c2c1ccc1ccccc12 (stereo not given) | x | -6% | 4% | -1% | 0% | u | -3% | 1% | 0 | 0% | 10%
CC(=NCCc1c[nH]c2ccccc12)c1c(O)n(Cc2ccccc2)c(=O)[nH]c1=O | -3% | -26% | 0% | x | -1% | u | 1% | 22% | 7 | -14% | -2%
Cc1ccc(-c2nc3ccccc3c(=O)n2-c2ncccc2C)cc1 | -2% | 2% | 0% | 8% | -1% | 8% | 3% | -15% | -1 | -2% | -2%
CCOC(=O)c1ccc(Nc2nc(C)cc(C)n2)cc1 | 10% | -4% | 5% | 4% | u | u | -4%&-8% | -35% | 13 | 8% | 26%
O=C(c1ccc(Cl)cc1)C1CCCN(Cc2cccc3cnccc23)C1 (stereo not given) | -2% | 35µM* | 0% | -4% | -16% | u | 3% | u | -5 | -10% | -7%
O=[N+]([O-])c1ccc(N2CCOCC2)c2cccnc12 | 2% | 12% | 0% | -11% | 0% | -7% | 1% | -34% | -3 | -2% | -3%
O=C(O)c1ccc(Nc2ncnc3c2cnn3Cc2ccccc2)cc1 | -2% | -16% | u | 0% | 4% | 9% | -12% | -2% | -7 | 3% | 5%
Cn1cccc1C(=O)OCC(=O)NCc1cccs1 | 19% | x | -4% | -4% | x | u | x | x | x | 0% | x
CCOP(=O)(OCC)C1(O)C(=O)Nc2ccccc21 (stereo not given) | 23% | u | -2% | -17% | -1% | 11% | -1% | 2% | 2 | 1% | 3%
CCCCCCn1c(O)c(C=NCCN2CCOCC2)c(=O)[nH]c1=O | -8% | 0% | -8% | -5% | -1% | 0% | -2% | 26% | 0 | 1% | -5%
O/N=C1\CCC2CN(C3CCCCC3)CC2C1 (stereo not given) | 2% | -1% | -5% | 7% | 1% | 0% | 0% | -2% | 1 | 2% | 2%
COc1ccc(OCC(=O)N2CCCC(N3CCN(c4ccccc4C)CC3)C2)cc1 (stereo not given) | -2% | -4% | -10% | -20% | 2% | u | 2% | u | 17 | -9% | -1%

The closing five records of the section above come first, to join the parts:
SMILES | p53 reactivator | Gal4-VP16 FLuc | Tb PFK block | BRCA1 expr up | Rab9 promoter act | ELG1 DNA repair | FLuc modulator | RORgamma inh | TRPV1 ag | ELG1 genotoxic | NPC1 prom act
Cn1cccc1C(=O)OCC(=O)NCc1cccs1 | 19% | x | -4% | -4% | x | u | x | x | x | 0% | x
CCOP(=O)(OCC)C1(O)C(=O)Nc2ccccc21 (stereo not given) | 23% | u | -2% | -17% | -1% | 11% | -1% | 2% | 2 | 1% | 3%
CCCCCCn1c(O)c(C=NCCN2CCOCC2)c(=O)[nH]c1=O | -8% | 0% | -8% | -5% | -1% | 0% | -2% | 26% | 0 | 1% | -5%
O/N=C1\CCC2CN(C3CCCCC3)CC2C1 (stereo not given) | 2% | -1% | -5% | 7% | 1% | 0% | 0% | -2% | 1 | 2% | 2%
COc1ccc(OCC(=O)N2CCCC(N3CCN(c4ccccc4C)CC3)C2)cc1 (stereo not given) | -2% | -4% | -10% | -20% | 2% | u | 2% | u | 17 | -9% | -1%
O/N=C1/C(=C\c2ccccc2)N2CCC1CC2 | 1% | -13% | -7% | 1% | -3% | 3% | 0% | 14% | 1 | -7% | -6%
CC(=O)Nc1ccccc1C(=O)OCc1ccc(C(=O)c2ccccc2)cc1 | 6% | u | -1% | 3% | 5% | -13% | u | 36% | 4 | 0% | 0%
C=CCn1c(O)c(C(CC)=Nc2ccc3c(c2)CCC3)c(=O)[nH]c1=O | -5% | -1% | -2% | -3% | -3% | 0% | 1% | 30% | 8 | 1% | 1%
COc1ccc(-n2c(O)c(C(C)=NCC3CCCO3)c(=O)[nH]c2=O)cc1 (stereo not given) | -7% | -10% | -15% | 16% | -5% | u | 2% | -9% | -3 | 2% | -6%
CN1CCc2nc3sc(C(=O)NC(C)(C)C)c(N)c3cc2C1 | 7% | -4% | -2% | 26% | 1% | 8% | -3% | 25% | 12 | 3% | 2%
CC12CN3CC(C)(CN(C1)C3c1ccco1)C2=O (stereo not given) | 1% | -3% | -8% | 0% | 1% | 5% | 2% | 10% | 1 | -2% | u
CC(=NCc1ccco1)c1c(O)n(-c2ccc(Cl)cc2)c(=O)[nH]c1=O | 8% | -4% | -2% | -2% | 0% | -9% | 2% | 2% | 0 | -2% | -5%
O=P(O)(O)/C=C(\Cl)c1ccccc1 | -4% | -2% | 20% | 4% | 0% | 2% | -1% | 12% | -1 | 0% | -1%
CC1OC(NCCc2ccccc2)C(O)C(O)C1O (stereo not given) | 11% | 3% | 1% | -44% | 0% | 19% | -3% | u | 0 | 0% | 0%
O=c1[nH]c(=O)n(-c2cccc(Cl)c2)c(O)c1C=NCCN1CCCCC1 | 1% | -11% | -4% | 2% | -1% | 6% | -4% | 12% | 3 | 4% | -4%
O=C(NCCS(=O)(=O)N1CCN(c2cccc(Cl)c2)CC1)c1ccc2c(c1)OCO2 | 0% | x | u | -35% | 1% | -19% | 3% | x | 7 | 0% | 3%
C(=NC12CN3CN(CN(C3)C1)C2)c1cccs1 | 7% | -2% | 1% | -2% | -5% | 7% | 0% | 17% | -1 | 0% | 1%
COC(=O)C1=C(c2ccc(OC)c(OC)c2)C[C@@H]2CC[C@H]1N2C(=O)NCc1cc(C)oc1C(F)(F)F | u | x | 6% | -4% | -1% | -9% | 2% | x | 4 | -1% | -1%
CC(C)c1ccc(-n2c(O)c(C=NCCN3CCNCC3)c(=O)[nH]c2=S)cc1 | -1% | -1% | 0% | -4% | -3% | 4% | 1% | 4% | -2 | -1% | 0%
CCOP(=O)(OCC)C(O)c1ccc(OC)c(OC)c1 (stereo not given) | -5% | -8% | -1% | 0% | 3% | -3% | 2% | -2% | 5 | 0% | 1%
C1=C(c2ccccc2)CCNC1 | -4% | -3% | -2% | -14% | -4% | 0% | 1% | -10% | 2 | -3% | 2%
O=c1[nH]c(=S)n(C2CC2)c(O)c1C=Nc1cccc(C(F)(F)F)c1 | 1% | -15% | -7% | -13% | -3% | u | 1% | 11% | -1 | -1% | -1%
